# PfGluPho inh: PfG6PD (Plasmodium falciparum) enzyme inhibition; AID 504690; inhibition, % at 20 µM; actives 0.78% (n = 350,000); PfGluPho enzyme, NADPH resazurin-diaphorase fluorescence;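 active = inhibition reaching at least a set limit at 20 µM in the primary screen, cut at about 59% in these data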;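 note: 0% = DMSO wells with substrate and 100% = DMSO wells lacking glucose-6-phosphate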
# SENP8 inh: SENP8 (human) protease inhibition | Q96LD8 | recombinant SENP8, Nedd8 substrate fluorescence | inhibition, % at 20 µM | actives 0.64% (n = 360,000) | AID 602440; in the data active = inhibition mostly above about 40%, no sharp cut-off; inactive = mostly below about 27%
# Target sequence (Q96LD8 whole entry, looked up): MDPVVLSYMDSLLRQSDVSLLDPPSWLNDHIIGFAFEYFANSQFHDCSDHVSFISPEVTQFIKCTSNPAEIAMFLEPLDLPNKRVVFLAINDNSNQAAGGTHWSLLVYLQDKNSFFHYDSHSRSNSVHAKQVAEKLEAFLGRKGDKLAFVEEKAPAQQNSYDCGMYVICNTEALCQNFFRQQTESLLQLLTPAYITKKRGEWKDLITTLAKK
# SENP6 inh: SENP6 protease inhibition; inhibition, % at 10 µM; actives 1.8% (n = 330,000); Recombinant SENP6 catalytic domain, aminoluciferin luminescence; AID 2599; Q9GZR1;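 active = inhibition above about 50% at the single tested dose, limit read from the data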;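 note: plate controls were DMSO wells with enzyme for no effect and DMSO wells lacking enzyme for full effect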
# HKDC1 inh: blocks human hexokinase HKDC1 activity; recombinant HKDC1, G6PDH/diaphorase resazurin coupled fluorescence; inhibition, % at 20 µM; actives 0.16% (n = 340,000);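 active = inhibition above about 35% when tested at 20 µM, limit read from the data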;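 note: plate controls were DMSO wells with enzyme for no effect and DMSO wells lacking enzyme for full effect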
# Target sequence (Q2TB90 whole entry, looked up): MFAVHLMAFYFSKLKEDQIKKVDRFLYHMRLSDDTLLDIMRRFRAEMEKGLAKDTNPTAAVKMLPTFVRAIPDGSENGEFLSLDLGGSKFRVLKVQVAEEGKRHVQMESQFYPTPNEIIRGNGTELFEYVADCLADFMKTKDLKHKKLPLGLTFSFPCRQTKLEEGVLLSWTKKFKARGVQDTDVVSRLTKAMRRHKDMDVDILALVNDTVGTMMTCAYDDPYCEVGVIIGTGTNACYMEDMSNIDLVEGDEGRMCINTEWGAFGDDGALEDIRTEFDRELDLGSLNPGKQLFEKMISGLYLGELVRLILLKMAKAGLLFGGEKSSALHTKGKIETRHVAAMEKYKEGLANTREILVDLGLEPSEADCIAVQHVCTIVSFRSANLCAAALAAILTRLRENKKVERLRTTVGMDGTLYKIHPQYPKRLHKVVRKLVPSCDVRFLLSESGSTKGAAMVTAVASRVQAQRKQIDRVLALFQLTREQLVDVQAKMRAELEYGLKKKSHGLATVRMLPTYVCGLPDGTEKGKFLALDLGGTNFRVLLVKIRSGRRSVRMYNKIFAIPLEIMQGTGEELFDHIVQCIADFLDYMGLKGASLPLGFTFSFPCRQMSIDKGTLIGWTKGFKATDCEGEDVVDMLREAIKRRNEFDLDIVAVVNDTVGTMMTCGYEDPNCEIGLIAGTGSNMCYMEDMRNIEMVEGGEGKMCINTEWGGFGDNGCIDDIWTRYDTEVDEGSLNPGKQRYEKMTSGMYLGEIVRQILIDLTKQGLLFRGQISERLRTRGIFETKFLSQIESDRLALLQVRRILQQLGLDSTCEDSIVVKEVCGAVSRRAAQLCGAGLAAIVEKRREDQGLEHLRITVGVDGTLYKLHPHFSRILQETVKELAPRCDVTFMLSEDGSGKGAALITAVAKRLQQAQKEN
#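 Incubation: 90 min at room temperature in dark / Material: recombinant HKDC1 (HK5) hexokinase enzyme, produced in-house / Quantity: enzyme 5 µg/mL final / Compound: one dose of 20 µM, 1% DMSO / Reagent: glucose and ATP substrates / Buffer or medium: Tris pH 8.0 buffer with MgCl2, Tween-20, BSA, BME / Technique: resorufin fluorescence at 613 nm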
# MPTP block: permeability transition pore inhibition. isolated mouse mitochondria, Ca2+ swelling absorbance, 30 min. inhibition, % at 10 µM. actives 1.4% (n = 360,000). AID 602449;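 active = inhibition of 50% or more, scaled per plate between neutral and stimulator controls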;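 note: 0% = DMSO wells given calcium and 100% = 1 mM EGTA wells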
# SENP7 inh: inhibitors of human SENP7 protease; Q9BQF6; recombinant SENP7, Z-RLRGG-aminoluciferin luminescence, 40 min; inhibition, % at 5 µM; actives 1.5% (n = 330,000); AID 434973;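 active = inhibition above about 50% at the single test dose, limit read from the data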;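 note: plate controls were DMSO with enzyme for no effect and no enzyme buffer wells for full effect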
# ATG4B inh: inhibitors of human ATG4B cysteine protease | Q9Y4P1 | ATG4B cleavage of LC3-PLA2, NBD-HPC fluorescence, 1 h | inhibition, % at 8.33 µM | actives 0.51% (n = 340,000) | AID 504462; in the data active = inhibition above about 40%
# NR3A LBD binder: NR3A (human) ligand-binding domain modulation; NR3A LBD differential scanning fluorimetry, Tm shift; 0% = protein alone, 100% = glycine-bound protein; actives 2.5% (n = 340,000); Tm shift relative to glycine control, % at 25 µM; AID 1259313;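 active = melting temperature shift of at least 10% of the positive control shift, at one fixed dose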
# * = called active by the depositor; i = inactive; nt = no result given.
# The opening 3 records as a preview:
SMILES,PfGluPho inh,SENP8 inh,SENP6 inh,HKDC1 inh,MPTP block,SENP7 inh,ATG4B inh,NR3A LBD binder
COc1ccc(S(=O)(=O)N(C)c2c(C)n(C)n(-c3ccccc3)c2=O)cc1OC,-3,7,3,-6,-3.8,0,-9,1
Cc1ccc(S(=O)(=O)NCCNC(=O)CN2CCOCC2)cc1,-29,1,2,-6,-0.3,-1,-6,0
Cc1nn(Cc2ccccc2)c(C)c1NC(=O)c1ccc([N+](=O)[O-])cc1[N+](=O)[O-],12,25,5,-2,1.2,4,-9,-5

# The whole of this part (from the top)
SMILES,PfGluPho inh,SENP8 inh,SENP6 inh,HKDC1 inh,MPTP block,SENP7 inh,ATG4B inh,NR3A LBD binder
COc1ccc(S(=O)(=O)N(C)c2c(C)n(C)n(-c3ccccc3)c2=O)cc1OC,-3,7,3,-6,-3.8,0,-9,1
Cc1ccc(S(=O)(=O)NCCNC(=O)CN2CCOCC2)cc1,-29,1,2,-6,-0.3,-1,-6,0
Cc1nn(Cc2ccccc2)c(C)c1NC(=O)c1ccc([N+](=O)[O-])cc1[N+](=O)[O-],12,25,5,-2,1.2,4,-9,-5
COc1cc(N/N=C(\C)c2ccc(O)c(C)c2)nc(-c2ccccc2)n1,23,-82,-9,-4,2.3,-3,2,22*
CC(Oc1ccc(Br)cc1)C(=O)N1CCN(c2ccccn2)CC1 (configuration not stated),19,-7,-20,-2,-1.2,7,-2,2
O=C(O)/C=C\C(=O)Nc1ccccc1C(=O)NCc1ccccc1,-1,i,-2,-3,-3.2,1,-8,-4
CCCCn1c(SCc2nc3ccccc3s2)nc2ccccc2c1=O,19,-5,-5,-2,4.6,3,-7,0
CCOc1ccc(-n2c(C)cc(/C=C3/C(=N)N4C(=NC3=O)SN=C4S(C)(=O)=O)c2C)cc1,-10,-263,-1,7,76*,1,23,-1
COc1ccc(-n2c(Cc3cccn3C)nnc2SCC(=O)Nc2ccccc2)cc1,14,0,-1,-3,-0.2,-1,1,0
O=C(c1ccc(Cl)cc1)C1CCCN(C(=O)c2csnn2)C1 (configuration not stated),10,2,-4,-13,-0.3,-2,-6,-2
C=CCN1C(=O)/C(=C\c2cc(Br)c(OCc3ccccn3)c(OC)c2)SC1=S,16,23,-9,-11,0.3,5,-1,1
CC(NC(=O)C1CCCC1)c1ccc(Br)cc1 (configuration not stated),-16,14,-15,-5,-0.1,-4,3,0
CCOc1cccc(C2CC(=O)Nc3cc(OC)c(OC)cc32)c1 (configuration not stated),-22,8,-11,-3,2.1,1,0,-2
CCOc1ccc(OCC)c(NC(=O)C2CCN(c3nn4c(=O)cc(C)nc4s3)CC2)c1,-10,-1,-14,-5,0.1,0,-15,-1
CCOc1ccc(-c2ccc(SC)nn2)cc1,7,5,98*,-6,0.1,97*,3,-1
COc1ccc(NC(=O)c2[nH]c(C)c(C(C)=O)c2C)cc1Cl,20,-21,-8,0,-0.3,-1,-13,-11
CCOC(=O)c1cc(OC(=O)c2cccc([N+](=O)[O-])c2)n(-c2ccccc2)n1,2,-3,-6,-10,-2.0,-3,-6,0
COc1ccc2cc(Br)ccc2c1CC(=O)NCC1CCCO1 (configuration not stated),-22,8,-24,0,-2.2,7,3,0
Cc1ccc(N2CCN(CC(O)COc3cccc(C)c3)CC2)cc1 (configuration not stated),2,15,13,3,-0.3,-3,-4,-1
Cc1c(CNC(=O)c2cnn3c2NC(c2ccccc2)CC3C(F)(F)F)cnn1C (configuration not stated),-14,14,-9,-9,0.3,3,-1,-1
CS(=O)(=O)N1CCN(Cc2cc(=O)n3ccsc3n2)CC1,-11,-11,-5,2,2.1,2,12,1
CCOC(=O)N=Nc1c(O)n(CC(=O)OC)c2ccccc12,-18,20,2,-9,0.4,-5,-3,1
CCCCN1CC(COCc2ccccc2)Oc2cccc(Oc3ccccc3)c2S1(=O)=O (configuration not stated),11,6,nt,0,0.5,nt,0,-4
COc1cc(NC(=O)CCc2c(C)[nH]c(=O)c(C#N)c2C)cc(OC)c1,25,-84,9,1,1.9,4,-5,0
CCN1CCCC1CNC(=O)CN1C(=O)COc2ccc(C)cc21 (configuration not stated),-12,18,2,-2,-0.6,-8,-1,-1
CC(C)c1nc(N2CCCC2)c(C#N)c2c1CCCC2,-6,-310,-8,4,1.2,2,-5,0
Cc1ccoc1C(=O)Nc1cccc2ccccc12,-10,-31,10,15,0.3,-6,-1,-4
Cc1cc(C)cc(NC(=O)c2ccc(Cn3nc(C)c(Cl)c3C)o2)c1,26,7,-10,2,1.1,3,6,-11
COc1ccc(/C=N/NC(=O)c2nnn(-c3nonc3N)c2-c2cccs2)c(OC)c1,-4,-482,15,-2,-0.6,-4,-11,-6
Cc1ccc(NC(=O)CN(C)C(=O)Cn2c(=O)oc3ccccc32)cc1,-3,2,1,0,-0.1,-1,7,-1
Cc1ccc(NC(=O)C[n+]2ccccc2)cc1[N+](=O)[O-],-2,24,-10,-3,-0.6,4,-8,1
CCOC(=O)N1CCC(NC(=O)C2CCN(C(=O)N3CCOc4ccccc43)CC2)CC1,-10,12,0,-1,0.0,-10,-11,1
O=S(=O)(c1ccc(Br)s1)N1CCN(CCOc2ccccc2)CC1,17,1,4,-4,-0.8,-7,-3,5
COc1ccccc1OCc1ccc(C(=O)NC(C)c2ccccc2)o1 (configuration not stated),-9,19,3,-1,0.6,-2,-6,3
CCCCCOC(=O)C1=C(C)NC(=O)NC1c1ccccc1 (configuration not stated),-2,13,-11,7,7.2,-10,8,-2
O=C(Nc1ccccc1)c1ccc(NC(=O)c2cccs2)cc1,-3,2,22,-2,1.9,68*,1,27*
Cc1oc(-c2ccccc2Cl)nc1CS(=O)CC(=O)NCc1cccs1 (configuration not stated),-3,-5,13,-3,-1.7,2,-14,-3
Cc1c(NC2(C#N)CCCC2)c(=O)n(-c2ccccc2)n1C,8,11,-45,-7,0.6,-13,-9,0
O=C(O)c1ccccc1C(=O)c1ccc(Oc2ccccc2)cc1,-19,14,-7,-6,-2.4,-2,-4,-8
COc1ccc(-c2nn(-c3ccccc3)cc2/C=C2/SC(=S)N(CCC(=O)O)C2=O)cc1,-21,23,2,11,4.2,3,2,4
CCc1ccc(NC(=O)NCc2cccnc2)cc1,-6,7,-10,-4,0.0,6,-6,0
COc1ccc(C(=O)N2CC(c3ccc(Cl)cc3)CC2=O)cc1 (configuration not stated),4,10,-20,-6,1.7,-5,-2,4
CC(C)CC1NC(=S)N(Cc2ccccc2)C1=O (configuration not stated),-18,11,-8,-33,3.5,-3,-8,2
Cc1ccc(C(C(=O)NC2CCCCC2)N(C(=O)c2csnn2)c2ccccc2F)o1 (configuration not stated),-7,0,-15,-4,0.7,-8,1,0
N#Cc1c(N2CCCCC2)nc(N)c2c(N)nc3c(c12)CC(c1ccccc1)O3 (configuration not stated),17,i,-17,3,-2.6,-6,-4,-14
COc1ccc(S(=O)(=O)N2CCC(C(=O)NCC3CCCO3)CC2)cc1Cl (configuration not stated),-22,10,0,3,-0.4,2,4,-5
COc1ccccc1NC(=O)COc1ccc(/C=N/NC(=O)CSCc2cc(C)cc(C)c2)cc1,-12,6,-9,-11,4.9,-5,38,4
N#CC1=C(N)Oc2n[nH]c(-c3ccccc3)c2C1c1cccc(OC(=O)N2CCOCC2)c1 (configuration not stated),19,13,7,0,0.1,1,-20,-1
Cc1nc(NC(=O)C(Cl)Cl)sc1C(=O)N(C)C,-6,16,-27,-9,-2.0,-2,-1,-3
COc1cccc(Cn2cnc3c(NS(=O)(=O)c4cc(Cl)ccc4Cl)c(C)c(C)cc32)c1,7,10,-6,8,6.8,-4,-25,-9
COc1ccc(C2CC(c3ccc4ccccc4c3OC(C)=O)=NN2C(C)=O)cc1 (configuration not stated),-17,-436,-23,1,28,10,-4,1
N#Cc1ccccc1OCC(O)CS(=O)(=O)c1ccccc1 (configuration not stated),-4,7,-19,-8,-2.2,-6,8,0
CCOC(=O)c1ccc(N2C(=O)CC(C3CCCO3)C2=O)cc1 (configuration not stated),-29,25,-14,-6,-1.1,-1,-17,3
COC(CNC(=O)C1CC(=O)N(CCc2ccccc2)C1)OC (configuration not stated),-19,15,-15,0,0.1,3,-2,1
COc1ccc2c(=O)c(-c3ccccc3)c(C)oc2c1,-8,15,-4,-3,-0.7,4,1,1
CCS(=O)(=O)c1ccc(-c2cccc(NC(=O)c3ccco3)c2)nn1,-3,16,3,-3,-0.4,2,-5,4
CC(=O)N(c1ccc(Cl)cc1)c1cn(C(C)=O)c2ccccc12,8,4,-1,-2,2.0,4,-9,-3
Cc1cccc(NC(=S)N(Cc2ccc(Br)cc2)Cc2ccc(C(=O)O)cc2)c1,9,1,-23,-8,-0.8,8,-9,-1
O=C(CCCn1c(=O)c2ccccc2n(CC(=O)N2CCN(c3ccccc3)CC2)c1=O)NCc1ccco1,-6,22,5,0,-0.3,-1,5,1
Cc1ccc(S(=O)(=O)NC(=O)NCc2ccco2)cc1,-23,5,nt,-3,-0.2,nt,5,3

# 4 of the compounds above, with values under each structure.
# Value order: PfGluPho inh, SENP8 inh, SENP6 inh, HKDC1 inh, MPTP block, SENP7 inh, ATG4B inh, NR3A LBD binder
O=C(CCCn1c(=O)c2ccccc2n(CC(=O)N2CCN(c3ccccc3)CC2)c1=O)NCc1ccco1
  -6, 22, 5, 0, -0.3, -1, 5, 1
Cc1cccc(NC(=S)N(Cc2ccc(Br)cc2)Cc2ccc(C(=O)O)cc2)c1
  9, 1, -23, -8, -0.8, 8, -9, -1
CCOC(=O)c1ccc(N2C(=O)CC(C3CCCO3)C2=O)cc1 (configuration not stated)
  -29, 25, -14, -6, -1.1, -1, -17, 3
CC(=O)N(c1ccc(Cl)cc1)c1cn(C(C)=O)c2ccccc12
  8, 4, -1, -2, 2.0, 4, -9, -3

# Later entries:
SMILES,PfGluPho inh,SENP8 inh,SENP6 inh,HKDC1 inh,MPTP block,SENP7 inh,ATG4B inh,NR3A LBD binder
Cc1ccccc1NCc1nnc2n1CCCCC2,-8,5,-6,-8,0.6,-2,-2,0
COc1cc(C(=O)NCc2ccccc2Cl)ccc1OCC(=O)N1CCOCC1,-12,8,nt,-3,0.1,nt,-5,2
COCCCNc1nc2c(-c3cccc(C)c3)nnn2c2ccc(Cl)cc12,9,-270,1,8,1.4,-11,-1,1
COc1cc(C(=O)N2CCN(C3CCC(C)CC3)CC2)cc(OC)c1OC (configuration not stated),0,1,3,-5,3.5,-12,-3,2
O=C(CCSc1ccccc1)Nc1nnc(-c2cccs2)o1,-6,-146,-3,-3,-0.6,2,-1,-4
CC(C)C(=O)Nc1ccc2nn(-c3ccccc3)nc2c1,4,-459,15,4,0.4,51*,-7,0
COc1ccc(NC(=O)c2cc3c(=O)n4ccccc4nc3n2C)c(OC)c1,-9,-404,-3,-6,0.2,0,13,0
Cc1sc(NC(=O)C2CSC3(C)CCC(=O)N23)nc1-c1ccccc1 (configuration not stated),32,-21,-8,7,-0.1,-2,-12,0
CC(C)(C)OC(=O)NCCCC[C@@H](C(=O)NCCCCCCCCCCC(=O)N1CCN(C(=O)OC(C)(C)C)CC1)n1cc(CCCC(=O)O)nn1,-13,10,0,4,-1.1,-9,-6,-1
Cc1nn(Cc2ccc([N+](=O)[O-])cc2)c(=O)n1-c1ccccc1,-8,0,0,-2,-0.4,10,-5,-2
CCN(CC)C(=O)c1sc2nc(-c3ccccn3)[nH]c(=O)c2c1C,-4,-332,-2,-3,-0.3,0,-2,1
Cc1ccn2c(=O)nc(SCC(=O)Nc3cc(C)on3)nc2c1,6,-85,-13,-3,-0.7,-11,0,0
COCCCN1C(=O)C(=O)/C(=C(/O)c2ccc(OC(C)C)cc2)C1c1ccncc1 (configuration not stated),-22,-6,-19,-5,-0.4,1,-6,0
Cc1noc(/C=C/c2ccco2)c1S(=O)(=O)N1CCC(C(=O)N2CCc3ccccc3C2)CC1,5,-32,7,1,7.1,-7,73*,-3
OC(CSc1ccc(F)cc1)CN1CCN(c2ccccc2)CC1 (configuration not stated),1,17,2,-3,-1.5,1,3,0
CN(C(=O)COc1ccc(Cl)cc1Cl)c1nnc(C23CC4CC(CC(C4)C2)C3)s1,23,7,-15,-4,0.1,3,-23,-7

# Bioassay records: PubChem, Sanford-Burnham Center for Chemical Genomics
